High-throughput results as filed in PubChem BioAssay.
KB-3-1 cytotox: KB-3-1 parental cell cytotoxicity | KB-3-1 viability, CellTiter-Glo ATP luminescence, 72 h | Potency, µM (doses to about 46.1 µM), for the others: at the highest dose activity change, negative = cytotoxic, most hits filed as cytotoxic | hit rate 1.4% among 400,000; also: potency is read from the fitted curve at half-maximal effect; % is scaled to controls: 0 for no effect and ±100 for the full control effect; nearly all actives have a fitted effect of over 60% in size
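Cells are dispensed, compounds pinned in, plates held at 37 °C for 72 h, then CellTiter-Glo is added and luminescence read after 10 minutes. Cell line: parental KB-3-1 in phenol-red-free DMEM, 10% FBS.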
HT1080NT lethal: kills 2HG-producing HT-1080-NT fibrosarcoma cells; hit rate 1.6% among 360,000; HT-1080-NT fibrosarcoma viability, CellTiter-Glo ATP luminescence, 48 h; Potency, µM (doses to about 46.1 µM), inactives show top-dose activity, negative = less viability, usual class: cytotoxic;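 also: NT is the 2HG producing partner of a matched IDH1 knockdown line; potency is read from the fitted curve at half-maximal effect; 0% = DMSO-treated cells and -100% = media-only wells without cells; nearly all actives have a fitted effect of over 55% in size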
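Read-out is CellTiter-Glo luminescence after 10 minutes at room temperature, following 48 hours' compound treatment of HT-1080-NT cells (750 cells/well, RPMI, 5% FBS, 37 degrees C).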
SW480 rereplic: inducers of DNA re-replication in SW480 colon cancer cells; Potency, µM (titrated, usually from 46.1 µM), for inactives: at the highest dose re-replication activation, hits mostly activators; hit rate 1.8% among 340,000; SW480 DNA re-replication, Hoechst DNA content imaging, 48 h; also: potency is read from the fitted curve at half-maximal effect; % of control where 0% means no effect; nearly all actives have a fitted effect of over 55% in size
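SW480 cells exposed to compounds for 48 hr at 37 C, 5% CO2, then Hoechst-stained 40 min. Nuclear DNA content imaged by fluorescence scanning (405 nm excitation, 500-530 nm emission); re-replication scored as increased high-intensity nuclei.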
MCF10A rereplic: inducers of DNA re-replication in MCF 10A breast cells; MCF 10A DNA re-replication, Hoechst nuclear intensity, 48 h; Potency, µM (highest dose often 46.1 µM), without a hit: at the highest dose activity, positive = re-replication, actives largely listed as activators; hit rate 2.9% among 350,000; also: potency is read from the fitted curve at half-maximal effect; % of control where 0% means no effect; nearly all actives have a fitted effect of over 50% in size
ATXN2 expr inh: inhibitors of ATXN2 expression. HEK-293 ATXN2-luciferase reporter, luminescence, 24 h. Potency, µM (series often up to 57 µM), for inactives: at the highest dose activity change, negative = inhibition, usual class: inhibitors. hit rate 0.72% among 360,000. AID 1745845; also: potency is read from the fitted curve at half-maximal effect; % is scaled to controls: 0 for no effect and ±100 for the full control effect; nearly all actives have a fitted effect of over 55% in size
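ATXN2-luciferase reporter cells (luciferase flanked by upstream and downstream ATXN2 gene portions) were treated 24 h at 37 °C with compounds at up to 57 uM. SteadyGlo luminescence gave expression; GF-AFC fluorescence gave viability.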
HepG2 tox: HepG2 cytotoxicity, counter-screen for TGF-b inhibitors. HepG2 CAGA-GFP viability, ATP luminescence, 18 h. hit rate 0.76% among 410,000. Potency, µM (top dose mostly 46.1 µM), for inactives: top-dose activity change, negative = cytotoxicity, actives largely listed as cytotoxic; also: potency is read from the fitted curve at half-maximal effect; some results filed as inactive show a strong effect at the top dose
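HepG2 CAGA-GFP cells (1000/well, DMEM with 1% FBS) received compound, then TGF-beta at 500 pg/mL final, and were incubated 18 hours at 37 degrees C. Viability was read by CellTiter-Glo luminescence. Media-only wells were set as complete cell-killing and DMSO as no toxicity.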
HT1080 IDH1KD tx: HT-1080 IDH1 knockdown cell toxicity (counter line). hit rate 2% among 360,000. HT-1080 IDH1 knockdown viability, ATP luminescence, 48 h. Potency, µM (doses to about 46.1 µM), for inactives: at the top dose activity, negative = toxicity, most hits filed as cytotoxic. AID 686971;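 also: potency is read from the fitted curve at half-maximal effect; 0% = DMSO wells and -100% = cell-free medium wells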
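Viability of IDH1-knockdown HT-1080 fibrosarcoma cells was assessed by CellTiter-Glo after 48 h at 37 °C with titrated compound; concentration-effect curves were classified by fit quality and response size.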
IL-1B inflam inh: blocks inflammasome-driven IL-1 beta release; activity change, % at 57.5 µM; AID 743279; THP-1 LPS/ATP IL-1B secretion, AlphaLISA, 16 h; stronger effect = lower value; hit rate 4.7% among 360,000; in the data active = activity change below about -50%; inconclusive = mostly about -30% to -49%; also: % is scaled to controls: 0 for no effect and ±100 for the full control effect
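THP-1 cells pretreated 1 hr with compounds (up to 57.5 uM final), then stimulated with LPS (250 ng/mL final) plus ATP (1.25 mM final); secreted IL-1B measured by AlphaLISA after 16 hr, decreased signal indicating inhibition.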
ATXN viability: reduces viability in counter-screen for ATXN expression inhibitors | S2 cells (HEK-293 line with an ATXN2-luciferase reporter) viability, CellTiter-Fluor protease fluorescence, 24 h | Potency, µM (top dose mostly 56.7 µM), hits mostly cytotoxic | hit rate 0.49% among 400,000 | AID 651635; also: potency is read from the fitted curve at half-maximal effect; nearly all actives have a fitted effect of over 40% in size
An asterisk follows results filed as active; i = inactive; ? = inconclusive; / = no result given; & = joins results of further samples; [ ] = dose if it differs, or a comment. Unless noted, calls follow the shape of the dose curve; as a rule, active = well fitted curve in the direction sought with a large enough effect; inconclusive = small, poorly fitted or top-dose-only effect, or another doubt; inactive = no such curve, though single readings can be large; an effect the other way counts as inactive or inconclusive. Compounds as they come (roughly 8.9% active in at least one column).

SMILES	KB-3-1 cytotox	HT1080NT lethal	SW480 rereplic	MCF10A rereplic	ATXN2 expr inh	HepG2 tox	HT1080 IDH1KD tx	IL-1B inflam inh	ATXN viability
Cc1ccc(C(=O)Nc2nnc(S(=O)(=O)N3CCN(c4ccc(F)cc4)CC3)s2)cc1	-22%&-2%	-3%	-5%	-6%	8%&9%	1%&-9%	-2%	7	i
Cc1cc(C)c(C#N)c(SCc2ccc(C#N)cc2)n1	5%	16%	-2%	7%	-5%	-2%	13%	-13	i
Cc1ccc(S(=O)(=O)NCC[C@@]2(C)C3CCC2(C)C(=O)C3)cc1 (some centres not stated)	-15%	1%	-9%	0%	-6%	2%	-2%	37	i
O=C(CCN1C(=O)C2CCCCC2C1=O)Nc1ccc(OC(F)F)cc1 (configuration not stated)	7%	17%	0%	2%	21%	-17%	12%	-2	i
Cc1cccc(C(=O)Oc2cc(C)[nH]c(=O)c2[N+](=O)[O-])c1	2%	8%	-2%	-1%	/	-20%	1%	-3	i
Cc1nn(C)cc1-c1csc(N)n1	-6%	9%	-1%	-3%	/	6%	10%	6	i
Cc1ccc(/C=N/Nc2cc(C)nc(NCc3ccccc3)n2)cc1	17%	?	?	?	-30%	13µM*	?	-88*	i
COc1ccc(C(=O)/C=C/c2ccc(O)cc2)c2c1CC(O)C(C)(C)O2 (configuration not stated)	?	-2%	14%	97%	?	-5%	-3%	-93*	i
CCSc1ccccc1C(=O)NCCc1ccccc1	-3%	1%	-2%	0%	/	-2%	5%	0	i
O=C1OC(c2ccccc2)=C/C1=C\N1CCOCC1	15%	-2%	0%	?	29%	-22%	5%	-12	i
O=C(NC1CCCN(Cc2ccccc2F)C1)c1cccc(N2CCCC2=O)c1 (configuration not stated)	29%	-1%	8%	8%	5%	18%	0%	-17	i
CCCCn1c(SCc2nc3ccccc3s2)nc2cc(S(N)(=O)=O)ccc21	12%	?	?	16%	-12%	-28%	?	?	?
O=C(Oc1c(Br)cc(C(=S)N2CCOCC2)cc1Br)c1ccc(Cl)cc1	15%	-2%	1%	-1%	-17%	5%	-8%	26	i
CC(=O)Nc1ccc(S(=O)(=O)c2ccc(C)cc2)cc1	-2%	-8%	8%	-29%	10%	-8%	-9%	-17	i
CCOC(=O)c1ccc(NC(=O)NC2CC3CCC(C2)N3)cc1 (configuration not stated)	-3%	2%	-27%	?	-7%	-18%	10%	15	i
CCCn1c(N2CCN(CC(=O)NCc3cccs3)CC2)nc2ccccc21	-1%	-2%	1%	5%	-8%	-22%	2%	-18	i
Cc1ccc(N(C(=O)c2csnn2)C(C(=O)NC2CCCCC2)c2ccccn2)cc1C (configuration not stated)	-5%	5%	-7%	-1%	-7%	-27%	4%	8	i
COc1ccc(CCN(C)C(=O)COc2cccc(-n3cnnn3)c2)cc1OC	?	-4%	-26%	-10%	3%	9%	-13%	46	i
O=C(O)CC/C(=N\NC(=O)c1ccncc1)c1ccccc1	-2%	0%	-26%	?	-4%	-4%	3%	-9	i
Cc1[nH]c2ccccc2c1C(=O)C(=O)NCCOc1ccccc1	1%	4%	-5%	?	6%	19%	4%	-7	i
N/C(=N\OC(=O)c1ccccc1)c1ccncc1	?	-1%	-17%	-2%	-8%	-7%	7%	-4	i
CC1CC(C)CN(S(=O)(=O)CCNC(=O)c2ccc3c(c2)OCO3)C1 (configuration not stated)	2%	10%	-126%[inhibitor]	-11%	1%	-2%	7%	-12	i
CCC(=O)Nc1nc2ccc3sc(C)nc3c2s1	?	-22%	-3%	-7%	/	-1%	?	-5	i
COc1ccc(NCc2cc3cc4c(cc3n(CC(=O)Nc3cc(C)cc(C)c3)c2=O)OCO4)cc1	3%	/	/	/	6%	1%	/	/	?
Cc1ccc(S(=O)(=O)NCc2ccccc2)s1	0%	-2%	?	8%	-1%	4%	-4%	11	i

Compound profiles, from the list above. Order of screens: KB-3-1 cytotox | HT1080NT lethal | SW480 rereplic | MCF10A rereplic | ATXN2 expr inh | HepG2 tox | HT1080 IDH1KD tx | IL-1B inflam inh | ATXN viability
CCCn1c(N2CCN(CC(=O)NCc3cccs3)CC2)nc2ccccc21 as listed: -1% | -2% | 1% | 5% | -8% | -22% | 2% | -18 | i
O=C(NC1CCCN(Cc2ccccc2F)C1)c1cccc(N2CCCC2=O)c1 (configuration not stated) as listed: 29% | -1% | 8% | 8% | 5% | 18% | 0% | -17 | i

Following part:
SMILES	KB-3-1 cytotox	HT1080NT lethal	SW480 rereplic	MCF10A rereplic	ATXN2 expr inh	HepG2 tox	HT1080 IDH1KD tx	IL-1B inflam inh	ATXN viability
CCc1nnc(NC(=O)c2cc(C)nc3ccccc23)s1	?	0%	-8%	20%	-6%	-1%	7%	33	i
O=S(=O)(Nc1ccc(-c2nc3cccnc3s2)cc1)c1cc(F)ccc1F	-2%	1%	18%	21µM*	/	-28%	6%	0	i
COc1ccc(-n2cc(CNCCc3cnc[nH]3)c(-c3cccc(F)c3)n2)cc1	?	?	?	?	-12%	-11%	?	?	i
Fc1ccc(Sc2nc(-c3ccccc3)nnc2C(F)(F)F)cc1	16µM*	23µM*	?	3.7µM*	?	-91%	23µM*	-120*	?
NC(=O)NCc1cccc(Cl)c1	4%	?	24%	-8%	6%	-21%	-26%	15	i
Cc1cc(-c2nn(-c3ccccc3F)cc2CN2CCC(C(N)=O)CC2)c(C)s1	-1%	-10%	0%	?	/	-45%	4%	-27	i
O=C(CS(=O)(=O)Cc1ccccc1)Nc1nc2ccccc2s1	4%	5%	-7%	6%	10%	-56%	3%	-9	i
O=C(O)c1ccc(CSc2nc(-c3ccc(Cl)cc3)cc(C(F)(F)F)n2)cc1	-14%	?	1%	?	-7%	-36%	0%	22	i
O=C(O)c1cc(S(=O)(=O)N2CCCCC2)ccc1F	4%	0%	2%	2%	1%	5%	-5%	9	i
O=S1(=O)CC2SC(=S)N(Cc3ccccc3)C2C1 (configuration not stated)	4%	-1%	13%	?	13%	24%	10%	-2	?
CCOC1=C2[C@H](c3ccccc3)N(S(=O)(=O)c3ccc(C)cc3)[C@H](C(C)C)[C@H]2n2c(=O)n(-c3ccccc3)c(=O)n2C1	-1%	7%	/	/	9%	0%	7%	5	i
COc1ccc(CN(C)C(=O)[C@H](Cc2ccccc2)NC(=O)c2ccco2)c(OC)c1	-23%	7%	-19%	15%	-5%	5%	11%	-19	i
CC(=O)c1cc2c(=O)c3cc(C)ccc3oc2nc1C	8%	18%	2%	-8%	28%	2%	24%	-11	i
COC(=O)c1sc(S(=O)(=O)NC(C)C(=O)O)c(C(=O)OC)c1C (configuration not stated)	-4%	22%	5%	-44%[inhibitor]	-18%	-1%	17%	5	i
CCOC(=O)Cn1c(=O)c(C#N)cn(C(C)C)c1=O	1%	3%	?	-2%	/	26%	11%	32	?
COc1cccc(Nc2nn3c(=O)c4ccccc4nc3s2)c1	6%	/	-54%[inhibitor][9.22 µM]	-5%	47%[activator]	4%	/	/	i
O=C(CCc1nnc(CCCc2ccccc2)o1)NCCN1CCOC1=O	0%	8%	-17%	-4%	18%	-12%	1%	-3	i
COc1ccc(-c2cnnc(N/N=C/c3ccc(C)o3)n2)cc1	16%	6%	-90%[inhibitor]	?	-16%	-12%	-1%	-19	i
Cc1cc(NC(=O)CSCC(=O)N2CCN(c3ccccc3)CC2)no1	0%	-2%	3%	-4%	3%	0%	-6%	16	i
S=C(NCc1ccncc1)Nc1ccccc1	1%	-1%	?	9%	/	-2%	-3%	-1	i
c1ccc2oc(CCc3nc4ccccc4o3)nc2c1	-2%	12%	0%	-5%	45%[activator]	-1%	4%	-6	i
CC(=O)Oc1cccc2c1C(=O)C1CC=CC(OC(C)=O)C1C2=O (configuration not stated)	-1%	-6%	?	?	-24%	-21%	-12%	-23	i
Cc1cccnc1NC(=O)c1ccc(S(=O)(=O)N2CCCCCC2)cc1	15%	-1%	-20%	-2%	6%	2%	10%	-4	i
COc1cccc(C2=NN(C(=O)c3ccco3)C(c3ccco3)C2)c1 (configuration not stated)	-4%	-12%	20%	?	32%[activator]	8%	-6%	?	i
Cc1ccccc1C(=O)NCCN1CCOCC1	3%	3%	-18%	0.58µM*	-7%	6%	8%	47	?
SMILES	KB-3-1 cytotox	HT1080NT lethal	SW480 rereplic	MCF10A rereplic	ATXN2 expr inh	HepG2 tox	HT1080 IDH1KD tx	IL-1B inflam inh	ATXN viability
Cc1nnc(N)nc1C	-1%	6%	-9%	-15%	0%	-1%	11%	-4	i
O=C(Cn1c(=O)n(Cc2ccco2)c(=O)c2sc3ccccc3c21)Nc1ccc(F)cc1F	6%	/	/	/	3%	3%	/	/	i
O=C1CC(c2ccccc2)CC2=C1C(c1ccccn1)Nc1ccccc1N2 (configuration not stated)	3%	5%	2%	-24%	-10%	-7%	-17%	9	i
CN(CC(=O)Nc1ccccc1C(F)(F)F)C(=O)CSc1nnc(-c2ccncc2)n1C	2%	11%	1%	3%	/	0%	0%	8	i
Cn1c(SCc2ccc(F)cc2)nc2ccc(C(=O)NCc3ccccc3)cc21	3%	/	/	/	-29%	-24%	/	/	i
COc1ccc(NC(=O)c2cc(C(C)C)on2)c(OC)c1	19%	23%	-12%	-3%	61%[activator]	-5%	6%	-3	i
Cc1ccc(S(=O)(=O)NCC(=O)OCC(=O)NCc2ccc3c(c2)OCO3)cc1	-8%	6%	2%	-17%	-11%	-2%	0%	16	i
CC(=O)NCc1ccc(C(=O)CCl)s1	?	?	?	?	?	11µM*	?	-17	/
O=C(CSc1nc2ncccc2[nH]1)Nc1ccc2c(c1)OCO2	5%	22%	19%	?	2%	-30%	11%	/	i
S=c1[nH]c2ccccc2n1CCc1ccncc1	-20%	3%	-1%	4%	11%	-50%	1%	-61*	i
O=C(/C=C/c1ccc(Cl)c([N+](=O)[O-])c1)NCc1cccnc1	3%	11%	-22%	-1%	1%	-40%	-2%	4	i
Cc1c(NC(=O)CC(O)(C(F)(F)F)C(F)(F)F)c(=O)n(-c2ccccc2)n1C	1%	7%	1%	2%	3%	-4%	7%	7	i
